GLS inh – glutaminase GLS (human) inhibition; Potency, µM (series often up to 45.5 µM), for inactives: at the top dose activity change, negative = inhibition, usual class: inhibitors; O94925; actives 0.21% (n = 410,000); GLS enzymatic activity, qHTS titration; further: potency means the concentration at half of the fitted maximal effect; on the % scale 0 is the no-effect control and ±100 the full control effect
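Compounds were pin-transferred onto hKGA, after which L-glutamine (1 mM solution) and a detection mix of glutamate oxidase, HRP and Amplex Red were added. Initial and 30 min RT fluorescence reads were collected.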
HP1b binding inh – blocks HP1-beta chromodomain binding to methylated histone tails; actives 0.56% (n = 390,000); P83916; AlphaScreen HP1-beta / biotin-H3K9me3 peptide binding; AID 540317; Potency, µM (highest dose often 114 µM), for inactives: top-dose activity change, negative = inhibition, usual class: inhibitors; further: potency means the concentration at half of the fitted maximal effect; nearly all actives have a fitted effect of over 70% in size; inactives centre near 23
Target sequence (P83916 whole entry, looked up): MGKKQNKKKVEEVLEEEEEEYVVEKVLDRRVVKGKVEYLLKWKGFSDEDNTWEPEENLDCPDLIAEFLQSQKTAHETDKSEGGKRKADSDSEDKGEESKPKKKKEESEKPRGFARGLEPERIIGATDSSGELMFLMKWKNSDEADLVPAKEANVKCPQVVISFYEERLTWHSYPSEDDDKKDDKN
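AlphaScreen: HP1-beta (50 nM) preformed 30 min with biotin-H3(1-18)K9me3 peptide (50 nM) in PBS pH 7.4, 0.01% Tween-20. Compound added for 30 min at RT, then streptavidin donor/nickel chelate acceptor beads (10 ug/mL) for 30 min.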
G9a inh – inhibitors of human histone lysine methyltransferase G9a | Potency, µM (series often up to 102 µM), for the others: top-dose activity, negative = inhibition, hits mostly inhibitors | Q96KQ7 | G9a H3K9 monomethylation, AlphaScreen, 2 h | actives 8.8% (n = 350,000); further: potency means the concentration at half of the fitted maximal effect; on the % scale 0 is the no-effect control and ±100 the full control effect; nearly all actives have a fitted effect of over 75% in size
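Using a bead-based AlphaScreen, monomethylated H3K9 product from 2 h room-temperature reactions (G9a 20 nM, peptide 500 nM, SAM 20 uM) was detected with 0.5 ug/mL rabbit anti-H3K9me1 antibody.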
PI4K2A inh – blocks human PI4K2A kinase activity. activity change, negative = inhibition, % at 76.9 µM. purified PI4K2A, ADP-Glo luminescence, 1 h; stronger effect = lower value. Q9BTU6. actives 0.13% (n = 420,000). AID 1346378; in the data active means activity change below about -50%; inconclusive means mostly about -30% to -49%;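 further: -100% = wells without enzyme as full effect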
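ADP-Glo luminescence measured ADP generated by PI4K2A enzyme (4 ug/mL before mixing) with 1.2 mM PI substrate (pre-mix) and 300 microM ATP (pre-mix). Tris pH7.5 buffer with MgCl2, Triton X-100; 1 h reaction at ambient temperature.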
JMJD2A Tudor – blocks the human JMJD2A Tudor domain | Potency, µM (titrated, usually from 114 µM), inactives show at the highest dose activity change, negative = inhibition, hits mostly inhibitors | O75164 | actives 4.4% (n = 390,000) | AlphaScreen JMJD2A-Tudor / H3K4me3 peptide binding; further: potency means the concentration at half of the fitted maximal effect; on the % scale 0 is the no-effect control and ±100 the full control effect; nearly all actives have a fitted effect of over 50% in size
ALOX12 inh – inhibitors of human 12S-lipoxygenase ALOX12; P18054; purified 12hLO, xylenol orange hydroperoxide absorbance; Potency, µM (titrated, usually from 108 µM), without a hit: at the top dose activity change, negative = inhibition, hits mostly inhibitors; actives 1.1% (n = 580,000); further: potency means the concentration at half of the fitted maximal effect; on the % scale 0 is the no-effect control and ±100 the full control effect
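Purified human 12hLO at 150 nM in 25 mM Hepes, 0.01% Triton X-100, pH 7.0, preincubated 15 min at room temperature with compound. Reaction started with 40 uM arachidonic acid, 30 min at room temperature. Hydroperoxide measured by Fe-xylenol orange, 573/405 nm absorbance ratio.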
BAZ2B inh – BAZ2B (human) inhibition; Q9UIF8; AlphaScreen BAZ2B-H3K14Ac peptide displacement; Potency, µM (doses to about 114 µM), for the others: top-dose activity change, negative = inhibition, actives largely listed as inhibitors; actives 4.4% (n = 360,000); further: potency means the concentration at half of the fitted maximal effect; on the % scale 0 is the no-effect control and ±100 the full control effect; nearly all actives have a fitted effect of over 60% in size
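Multi-concentration screen (max 110 uM) measuring displacement of acetylated histone H3 peptide from BAZ2B by AlphaScreen, using 50 nM protein, 50 nM peptide and 10 ug/mL streptavidin donor plus Ni-chelate acceptor beads.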
RGS4 inh – human RGS4 inhibition. Transcreener GDP fluorescence polarization, RGS4-accelerated GTP hydrolysis. Potency, µM (titrated, usually from 114 µM), without a hit: at the highest dose activity change, negative = inhibition, most hits filed as inhibitors. actives 0.039% (n = 390,000). AID 504845; further: potency means the concentration at half of the fitted maximal effect; on the % scale 0 is the no-effect control and ±100 the full control effect; nearly all actives have a fitted effect of over 75% in size; some results filed as inactive show a strong effect at the top dose
Target sequence (P49798 whole entry, looked up): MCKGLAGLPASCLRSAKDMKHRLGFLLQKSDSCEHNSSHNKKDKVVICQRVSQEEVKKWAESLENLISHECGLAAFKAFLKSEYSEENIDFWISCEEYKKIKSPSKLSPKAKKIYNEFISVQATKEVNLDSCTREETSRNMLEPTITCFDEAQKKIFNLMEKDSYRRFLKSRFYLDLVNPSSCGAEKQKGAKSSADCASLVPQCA
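MLSMR compounds (23 nl, pin-transferred) preincubated 10 min at room temperature with a 500nM (2x) first reagent, then RGS4 at 900nM (2x) plus Transcreener GDP mix added; fluorescence polarization (620/688 nm) read before and after 90 min at 30 °C.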
ERG Ets-DNA blk – ERG Ets/DNA interaction inhibition. Potency, µM (top dose mostly 76.9 µM), without a hit: at the top dose FP activity, negative = inhibition, usual class: inhibitors. actives 0.028% (n = 370,000). P11308. fluorescence polarization, His-ERG Ets domain / labelled DNA; active means well fitted inhibition curve with a large enough effect in the polarisation, with a control signal flat; inconclusive means small, poorly fitted or top-dose-only effect, or effect the other way, or a change in a side signal; inactive means no such curve, though single readings can be large or run the other way; the % refers to the polarisation;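 further: polarization taken with two DNA probes labelled with fluorescein and Texas red; potency means the concentration at half of the fitted maximal effect; % of control where 0% means no effect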
Target sequence (P11308 whole entry, looked up, the tested form may be a part): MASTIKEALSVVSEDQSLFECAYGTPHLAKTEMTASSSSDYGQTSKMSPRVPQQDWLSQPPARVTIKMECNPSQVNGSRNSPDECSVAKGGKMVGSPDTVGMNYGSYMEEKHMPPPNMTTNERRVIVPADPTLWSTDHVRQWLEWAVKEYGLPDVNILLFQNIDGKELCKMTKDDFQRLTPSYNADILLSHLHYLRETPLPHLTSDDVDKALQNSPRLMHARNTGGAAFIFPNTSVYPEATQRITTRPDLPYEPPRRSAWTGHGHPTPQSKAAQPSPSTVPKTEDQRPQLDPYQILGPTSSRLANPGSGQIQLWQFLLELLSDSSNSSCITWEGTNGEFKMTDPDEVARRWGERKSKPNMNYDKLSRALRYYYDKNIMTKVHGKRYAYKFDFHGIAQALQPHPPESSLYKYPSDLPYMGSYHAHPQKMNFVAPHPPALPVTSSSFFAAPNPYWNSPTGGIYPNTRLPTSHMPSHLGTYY
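His-tagged ERG Ets domain (1 uM in the protein solution; 300mM KCl, 50mM Tris-HCl, 1mM EDTA, 1mM DTT, pH 7.5) received compound, then a probe mix of 5 nM fluorescein-DNA and 100nM Texas-615-DNA. Fluorescence polarization was read for both dyes.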
An asterisk follows results filed as active; ? = inconclusive; · = not tested or not shown; & = joins results of further samples; [ ] = dose if it differs, or a comment. Unless noted, the call rests on the fitted dose curve; in most records, active means well fitted curve in the direction sought with a large enough effect; inconclusive means small, poorly fitted or top-dose-only effect, or another doubt; inactive means no such curve, though single readings can be large; an effect the other way counts as inactive or inconclusive. The list is partial. The share of hits here may be higher or lower than overall.

The first two entries as a preview:
SMILES	GLS inh	HP1b binding inh	G9a inh	PI4K2A inh	JMJD2A Tudor	ALOX12 inh	BAZ2B inh	RGS4 inh	ERG Ets-DNA blk
CN(C)NC(=S)Nc1ccc(Cl)cc1	67%[activator]	2%	6%[59 µM]	2	-6%	-4%[57.4 µM]	-23%	22%	·
COc1cc(C)ccc1OCc1cc(C(=O)N(C)CCCN2CCOCC2)no1	6%	34%[activator]	13%	-3	-14%	0%	-14%	14%	5%

The list itself, repeating the preview:
SMILES	GLS inh	HP1b binding inh	G9a inh	PI4K2A inh	JMJD2A Tudor	ALOX12 inh	BAZ2B inh	RGS4 inh	ERG Ets-DNA blk
CN(C)NC(=S)Nc1ccc(Cl)cc1	67%[activator]	2%	6%[59 µM]	2	-6%	-4%[57.4 µM]	-23%	22%	·
COc1cc(C)ccc1OCc1cc(C(=O)N(C)CCCN2CCOCC2)no1	6%	34%[activator]	13%	-3	-14%	0%	-14%	14%	5%
Cc1cnc(C(=O)OCC(=O)N(CC(C)C)C2CCS(=O)(=O)C2)cn1 (stereo not drawn)	-7%	22%	·	-8	-8%	388%[activator]	·	-15%	11%[15.4 µM]
Cc1onc(-c2ccccc2)c1C(=O)NCc1ccc(Cl)cc1	2%	44%[activator]	31%	-5	-4%	-3%	6%	6%	-6%
COc1ccc(-c2nc(NC(=O)Cn3cnnn3)sc2C)cc1	12%	19%	1%	-2	-23%	-7%	-13%	12%	-2%
COc1ccc(Cc2nc3ccc(C(=O)NCC4COCCO4)cc3o2)cc1OC (stereo not drawn)	2%	36%[activator]	21%	-1	-16%	12%	-8%	36%	-6%
Cc1cc2nnc(SCC(=O)Nc3cccc(S(=O)(=O)N4CCOCC4)c3)n2c2ccccc12	8%	15%	50µM*	4	-11%	-20%	12%	-3%	-1%
O=C(CCC1CCCN(C(=O)c2cc3ccccc3o2)C1)NCc1ccc(F)c(F)c1 (stereo not drawn)	0%	52%[activator]	·	2	-19%	-25%	·	17%	-4%
O=C1CC(Cc2ccccc2)C(=O)N1c1ncccn1 (stereo not drawn)	-8%	39%[activator]	-26%	3	-14%	0%	-19%	8%	3%
N=C1C(c2nc3ccccc3s2)=C(O)CN1NC(=O)c1ccc([N+](=O)[O-])cc1	0%	44%	?	-2	-18%	-7%	?	-5%	2%
Cc1noc(C)c1NC(=O)N(C)C[C@H]1Oc2ccc(NC(=O)Nc3ccccc3)cc2C(=O)N([C@H](C)CO)C[C@@H]1C	0%	21%	·	3	-18%	-24%	·	12%	11%
O=C(Nc1cccc(F)c1)C1CCCN(C(=O)c2ccc(Cl)cc2)C1 (stereo not drawn)	-2%	46%[activator]	-2%[59 µM]	-1	-1%	169%[activator]	-5%	-11%	1%
CCOC(=O)C1=CC[C@]2(C)c3c(c4ccccc4n3C)C(=O)C1N2C	-8%	47%[activator]	10%[0.501 µM]	7	0%	-7%	-2%	-18%	-3%
O=S(=O)(NCCNc1nccc(C(F)(F)F)n1)c1ccccc1	-10%	66%[activator]	·	-1	6%[57.1 µM]	0%	2%	-23%	-6%
O=C1C=C(Nc2cccc(O)c2)CC(c2ccco2)C1 (stereo not drawn)	14%	2%	-1%[59 µM]	-1	-34%	-6%	-22%	-14%	4%
O=C1N(Cc2ccc(F)cc2Cl)c2ccccc2C12OCCCO2	2%	52%[activator]	21%	0	30%	-8%	18%	-44%	0%
CCc1nnc(NS(=O)(=O)c2ccc(NC(=S)Nc3ccc(F)cc3)cc2)s1	-3%	13%	-8%[59 µM]	-3	-34%	?	1%	-12%	23%
Cc1ccc2c(c1)NC(=O)[C@@]1(C)[C@@H](c3ccccc3)[C@H]3COc4ccc(Cl)cc4[C@@H]3N1C2=O	-13%	28%	·	3	-19%	-60%	·	-5%	10%
CC(C)N1CCC(=O)NC1=O	-13%	8%	·	7	-4%	16%	·	15%	-1%
Cc1cc(C)c2c(CC(=O)NNC(=O)c3ccccc3)coc2c1	1%	30%	-1%	-6	-1%	6%	-2%	3%	10%
COCCCNC(=O)c1ccc([N+](=O)[O-])cc1	-2%	45%[activator]	-1%	-1	-9%	7%	0%	-29%	-9%
CC(=O)Nc1ccc(NC(=O)COC(=O)Cc2cccs2)cc1	8%	19%	?	-1	-12%	-4%	1%	19%	-2%
COc1cccc2nc3cc(C)c(C)cc3nc12	2%	6%	-26%	-75*	-20%	?	3%	-45%	-9%
CCOc1cc(/C=C2\NC(=S)N(C)C2=O)ccc1OCc1ccc(C(=O)O)cc1	2%	25%	?	0	?	-28%	71µM*	-32%	-16%
CC(C)Cn1c(N)c(C(=O)COC(=O)c2ccc(F)cc2)c(=O)n(C)c1=O	0%	26%	1%	-1	-1%	-6%	-12%	-15%	6%
COc1ccc(OC)c(NC(=O)C2CC(C)=C(C)CC2C(=O)O)c1 (stereo not drawn)	29%	5%	-5%[59 µM]	-1	-20%	0%	-2%	8%	-8%
CCOC(=O)C1CCCN(S(=O)(=O)c2ccc3c(c2)N(C)C(=O)CC(=O)N3C)C1 (stereo not drawn)	-17%&-9%	36%&54%	24%	2&-3	5%&-11%	26%&-59%	-11%&-19%	-20%&-24%	-8%&7%
COc1ccc(OCc2ccc(-c3nc(C#N)c(N4CCN(C)CC4)o3)o2)cc1	1%	?	18µM*	-2	56µM*	-23%	32µM*	4%	6%
O=C(NCc1ccccn1)c1ccc(NS(=O)(=O)c2ccccc2)cc1	-5%	45%[activator]	96%[activator]	0	1%	7%	2%	-2%	-4%
O=C(NCCCCc1ccccc1)c1cccc(NC(=O)c2ccccc2)c1	-2%	50%[activator]	·	-4	-12%	?	·	-12%	3%
CCCc1nnc(NC(=O)CCC(=O)Nc2ccc(Cl)cc2)s1	0%	34%	7%	-1	-8%	?	3%	36%	16%
COc1cccc(-n2c(Cn3nc(C(F)(F)F)cc3C)n[nH]c2=S)c1	-7%	34%	8.9µM*	7	56µM*	-18%	-16%	4%	1%
CCOCCc1nn2c(=O)cc(COC(=O)c3ccc(NC(=O)c4cccs4)cc3)nc2s1	-14%	23%	52%[activator][59 µM]	-2	2%	-2%	-37%	-21%	-2%
CS(=O)(=O)c1sc2nc(-c3cccs3)cc(-c3ccccc3)c2c1N	5%	45%	?	-10	89µM*	0%	?	?	0%
Cc1ccc(-c2nc(CS(=O)(=O)CC(=O)NCc3ccccc3Cl)c(C)o2)cc1	0%	25%	-6%[59 µM]	-1	-3%	?	-9%	-14%	-4%
COC(=O)c1c(C)oc2cc(Br)c(OCC(=O)C(C)(C)C)cc12	-6%	38%[activator]	-7%	3	-5%	-23%	1%	2%	-5%
N[C@H](C(=O)O)c1cc(O)cc(O)c1	·	·	33%[59 µM]	-4	·	?	·	-5%[56.9 µM]	·
Cc1ccc(N2CN(Cc3ccco3)CNC2=S)c(C)c1	3%	9%	29%[59 µM]	-10	-12%	-22%	-1%	-4%	0%
Cc1csc(NC(=O)CSc2nc(=O)n(CCN(C)C)c3c2CCCC3)n1	1%	10%	?	2	1%	-11%	0%	8%	-3%
Nc1cccc2c1C(=O)N(Cc1cccc(Cl)c1)C2=O	15%	208%[activator]	416%[activator][59 µM]	-2	130%[activator]	-22%	103%[activator]	11%	-7%
Cc1ccc(S(=O)(=O)N(Cc2ccc(Cl)cc2)c2ccccc2C(=O)O)cc1	-14%	26%	-34%	5	-11%	0%	27%	4%	16%
CCc1cc(=O)oc2c3c(cc(OCC(=O)NCCC(=O)O)c12)OC(C)(C)CC3	18%	62%[activator]	10%	3	-14%	25%	0%	5%[56.9 µM]	-5%
COc1ccc(-n2c(SCC(=O)Nc3nccs3)nnc2-c2ccccc2)cc1	90%[activator]	6%	2%	-1	?	?	-1%	-102%[56.9 µM]	-5%
CCOc1ccc2nc(N(CCCN(C)C)C(=O)c3ccc(S(=O)(=O)N4CCc5ccccc5C4)cc3)sc2c1	-3%	49%[activator]	·	-6	-9%	450%[activator]	-22%	-24%	-3%
CCSc1nc(-c2ccccc2)c(-c2ccccc2)n1CC(O)CO (stereo not drawn)	10%	-2%	-17%	-1	-32%	-1%	?	3%	-3%
c1ccc(C[n+]2cccc3c4ccccc4ccc32)cc1	-5%	35%	·	4	18%	21%	-1%	-21%	-3%
O=C(CSc1nnnn1-c1ccc(C(=O)O)cc1)NC1CC1	8%	55%[activator]	2%	-6	-18%	0%	-4%	-7%	3%
O=C(CN1C(=O)NC(c2ccccc2)(c2ccccc2)C1=O)NCc1ccco1	8%	4%	·	5	-32%	-14%	·	6%	-3%
COc1ccc(OC)c(CNC(=O)C2CCN(S(=O)(=O)N3CCCC3)CC2)c1	2%	20%	-30%	-3	-20%	4%	-3%	16%	·
COc1cccc(Cn2c(NCc3cccnc3)nc3c2c(=O)n(C)c(=O)n3C)c1	-6%	21%	-2%[0.0925 µM]	-2	-11%	-7%	-6%	15%	5%
O=C(COc1ccc(F)cc1)OCc1cc(=O)n2nc(-c3cccs3)sc2n1	-3%	6%	27%[59 µM]	-15	-31%	-16%	?	3%	13%
O=C(COC(=O)Cc1ccc(Cl)c(Cl)c1)Nc1ccc2[nH]c(=O)[nH]c2c1	1%	20%	8%[0.501 µM]	2	-10%	?	-5%	13%	-4%
CCN1CCC(=NNC(=O)c2ccco2)CC1	3%	72%[activator]	45µM*	-1	5%[11.4 µM]	3%	7%	4%[11.4 µM]	4%

Screening results as filed in PubChem BioAssay.
